From PubChem BioAssay
RGS4-Gao reg – modulates binding of RGS4 to human Galphao | P09471 | Multiplexed bead flow cytometry; actives lie on both sides | binding response (% of control), % at 10 µM | 220,000 tested, 0.33% active | AID 1415; in the data active means binding response below about 49% or above about 150%; inactive means in between;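 further: fluorescent Galphao activated with aluminum fluoride binding bead-coupled RGS4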
Bcl-B Bim block – human Bim-Bcl-B interaction inhibition; AID 951; bead-based flow cytometry, Bim peptide-Bcl-B binding; Q9HD36; inhibition, % at 10 µM; 190,000 tested, 0.073% active;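 further: 0% = tracer peptide without compound and 100% = reference inhibitor peptide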
Target sequence (Q9HD36 whole entry, looked up): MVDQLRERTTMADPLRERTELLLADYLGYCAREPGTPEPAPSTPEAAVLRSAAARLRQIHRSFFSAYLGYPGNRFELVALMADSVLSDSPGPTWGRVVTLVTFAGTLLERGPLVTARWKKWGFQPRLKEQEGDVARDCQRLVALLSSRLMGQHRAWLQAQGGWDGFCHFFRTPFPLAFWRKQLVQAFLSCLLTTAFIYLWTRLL
RGS7-Gao reg – regulators of human RGS7-Galphao interaction; P09471; Multiplexed bead flow cytometry, RGS7-Galphao binding; actives lie on both sides; binding response (% of control), % at 10 µM; 220,000 tested, 0.35% active; AID 1439; in the data active means binding response below about 49% or above about 150%; inconclusive means no clear call, values can overlap the other calls; inactive means in between;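 further: fluorescent Galphao held in activated GDP-AlF4 state binding bead-coupled RGS7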
Bim-Bcl-W – human Bim-Bcl-W interaction inhibition. Q92843. bead-based flow cytometry, Bim peptide-Bcl-W binding. inhibition, % at 10 µM. 190,000 tested, 0.02% active;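 further: 0% = bound tracer without compound and 100% = peptide blocker; higher means less fluorescent Bim peptide bound to Bcl-W beads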
Target sequence (Q92843 whole entry, looked up): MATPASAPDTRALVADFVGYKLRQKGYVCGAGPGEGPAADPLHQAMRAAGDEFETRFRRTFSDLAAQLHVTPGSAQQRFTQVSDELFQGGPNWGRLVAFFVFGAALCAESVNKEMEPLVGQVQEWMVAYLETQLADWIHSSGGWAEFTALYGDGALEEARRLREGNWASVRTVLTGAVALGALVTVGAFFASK
Bfl-1 Bim block – inhibitors of Bim-Bfl-1 interaction, human; Q16548; Bead-based flow cytometry, Bim-Bfl-1 binding inhibition; inhibition, % at 10 µM; 190,000 tested, 0.12% active;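 further: 0% = wells without compound plus tracer and 100% = blocker peptide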
Mcl-1 Bim block – inhibitors of Bim-Mcl-1 interaction, human. Q07820. Bead-based flow cytometry, Bim peptide-Mcl-1 binding. inhibition, % at 10 µM. 190,000 tested, 0.1% active;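 further: 0% = no compound tracer wells and 100% = peptide blocker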
Target sequence (Q07820 whole entry, looked up): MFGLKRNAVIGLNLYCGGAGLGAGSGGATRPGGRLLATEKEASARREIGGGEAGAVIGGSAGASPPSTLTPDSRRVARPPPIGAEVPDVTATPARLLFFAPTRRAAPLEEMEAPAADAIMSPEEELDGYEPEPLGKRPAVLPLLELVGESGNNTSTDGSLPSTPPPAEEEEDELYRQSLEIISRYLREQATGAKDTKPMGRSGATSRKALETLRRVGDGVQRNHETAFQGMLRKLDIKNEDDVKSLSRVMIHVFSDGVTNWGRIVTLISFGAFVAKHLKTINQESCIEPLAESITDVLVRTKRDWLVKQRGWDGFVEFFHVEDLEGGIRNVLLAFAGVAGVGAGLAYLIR
Mcl1-Bid inh – disrupts binding of human Mcl-1 to Bid peptide. AID 1021. 220,000 tested, 0.97% active. TR-FRET Mcl-1/Bid-Dy647 peptide binding, 1536-well. inhibition, % at 21.7 µM;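 active means compounds that cut the binding signal by more than half at the single screening dose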;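 further: His-tagged Mcl-1 with europium anti-His antibody binding Bid BH3 peptide; 0% = Mcl-1 plus peptide wells and 100% = peptide-only wells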
GSH fluor – compound fluoresces at 488/530 nm on GSH beads; GSH beads flow cytometry, compound fluorescence 488/530 nm; stronger effect = higher value; AID 1776; fluorescence (KMESF) at 10 µM; 190,000 tested, 0.25% active; in the data active means fluorescence above about 89;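 further: glutathione beads carrying GST-tagged Bcl family fusion proteins plus one bare bead set; values are compound well signal with DMSO vehicle wells as background; inactives centre near 16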
RGS8-Gao – human RGS8-Galphao interaction regulation; AID 1423; 220,000 tested, 0.34% active; response (percent of control binding), % at 10 µM; multiplexed bead flow cytometry, RGS8-Galphao binding; actives lie on both sides; P09471; in the data active means response below about 60% or above about 140%; inactive means in between;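 further: Galphao activated as the GDP aluminium fluoride complex binding bead-coupled RGS8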
Bim-Bcl-XL – inhibitors of Bim-Bcl-XL interaction, human | Q07817 | Bim peptide-Bcl-XL binding, bead flow cytometry, fluorescence | inhibition, % at 10 µM | 190,000 tested, 0.04% active | AID 1007
Target sequence (Q07817 whole entry, looked up): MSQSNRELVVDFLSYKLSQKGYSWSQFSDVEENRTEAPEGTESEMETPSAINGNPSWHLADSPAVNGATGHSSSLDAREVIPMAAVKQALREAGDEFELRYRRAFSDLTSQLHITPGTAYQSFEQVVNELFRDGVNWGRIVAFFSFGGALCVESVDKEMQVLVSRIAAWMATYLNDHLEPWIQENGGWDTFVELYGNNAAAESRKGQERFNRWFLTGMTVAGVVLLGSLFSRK
Bim-Bcl-2 – inhibitors of Bim-Bcl-2 interaction, human; AID 950; Bead-based flow cytometry, Bim peptide-Bcl-2 binding; P10415; 190,000 tested, 0.06% active; inhibition, % at 10 µM; in the data active means inhibition above about 40%; inconclusive means no clear call, values can overlap the other calls;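 further: 0% = no compound wells with probe peptide and 100% = reference peptide inhibitor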
* hit, by the source's call; u = inconclusive. Unless noted, no stated cut-off is given here; in the data, active means inhibition above about 40%. Not a hit list, and some 1.8% of all compounds hit somewhere here.

A first look (6 entries):
SMILES	RGS4-Gao reg	Bcl-B Bim block	RGS7-Gao reg	Bim-Bcl-W	Bfl-1 Bim block	Mcl-1 Bim block	Mcl1-Bid inh	GSH fluor	RGS8-Gao	Bim-Bcl-XL	Bim-Bcl-2
COc1ccc(C2C(C#N)=C(N)Oc3n[nH]c(C)c32)cc1CN1CCN(c2ccc(F)cc2)CC1 (stereo not drawn)	103	0	105	2	-3	-1	-57	4	100	2	0
CCN(CC)c1ccc(C2CC(=O)Nc3cc(OC)c(OC)cc32)cc1 (stereo not drawn)	103	3	102	1	0	2	-26	16	104	0	-4
COc1cc(Cl)c(C)cc1NC(=O)COC(=O)c1cnc(C)cn1	102	-1	101	0	-3	-5	-14	10	100	-2	-6
COc1ccc(CN(C)CC(=O)Nc2ccccc2-c2ccccc2)c(OC)c1	94	1	u	-1	2	-2	-15	10	97	0	-3
O=C1CCCc2nc(NCc3ccco3)ncc21	102	-1	96	0	2	0	-40	10	98	0	2
CC(C)COC(=O)N(C)c1ccc(C(O)(C(F)(F)F)C(F)(F)F)cc1	99	0	97	0	-3	-2	-5	32	92	-5	-2

The list itself (from the top)
SMILES	RGS4-Gao reg	Bcl-B Bim block	RGS7-Gao reg	Bim-Bcl-W	Bfl-1 Bim block	Mcl-1 Bim block	Mcl1-Bid inh	GSH fluor	RGS8-Gao	Bim-Bcl-XL	Bim-Bcl-2
COc1ccc(C2C(C#N)=C(N)Oc3n[nH]c(C)c32)cc1CN1CCN(c2ccc(F)cc2)CC1 (stereo not drawn)	103	0	105	2	-3	-1	-57	4	100	2	0
CCN(CC)c1ccc(C2CC(=O)Nc3cc(OC)c(OC)cc32)cc1 (stereo not drawn)	103	3	102	1	0	2	-26	16	104	0	-4
COc1cc(Cl)c(C)cc1NC(=O)COC(=O)c1cnc(C)cn1	102	-1	101	0	-3	-5	-14	10	100	-2	-6
COc1ccc(CN(C)CC(=O)Nc2ccccc2-c2ccccc2)c(OC)c1	94	1	u	-1	2	-2	-15	10	97	0	-3
O=C1CCCc2nc(NCc3ccco3)ncc21	102	-1	96	0	2	0	-40	10	98	0	2
CC(C)COC(=O)N(C)c1ccc(C(O)(C(F)(F)F)C(F)(F)F)cc1	99	0	97	0	-3	-2	-5	32	92	-5	-2
O=C(Cn1c(C(=O)N2CCN(C3CCCCC3)CC2)cc2sccc21)c1ccccc1	98	-8	95	2	-7	-1	-23	11	99	-5	-7
CCOC(=O)/C=C/C(=O)OCC(=O)Nc1cccc(Br)c1	103	-3	u	0	-6	0	-16	15	102	-2	-6
COc1ccc(-n2c(C)cc(C(=O)CN3C(=O)C(=O)N(Cc4ccccc4)C3=O)c2C)cc1	98	-4	99	2	-3	0	-47	24	106	-4	3
CN(C)/C=C(\C#N)C(=O)Nc1ccc(F)cc1	100	-7	99	-2	-11	-3	-21	14	99	-3	-10
COc1ccc(N2C(=O)C3CCCN3C2c2ccc(F)cc2)cc1Cl (stereo not drawn)	103	4	100	3	6	7	5	26	95	8	-4
Cc1cc(C(=O)NN=C(Cc2ccccc2)Cc2ccccc2)c(C)o1	102	-6	102	-2	-1	-2	1	10	100	-5	-3
Nc1c(NC2CCCCC2)c2ccccc2oc1=O	100	1	98	4	2	0	-77	14	101	0	6
CCOc1ccc2nc(NC(=O)C3=NNC(=O)CC3)sc2c1	102	-7	u	2	6	-1	-41	13	102	0	0
Cc1nc([N+](=O)[O-])c(SCC(N)=O)n1Cc1ccccc1	103	-1	101	2	-2	0	-8	17	104	0	2
COc1ccc(-c2cc(C3CCN(c4ccc(C(C)=O)cc4[N+](=O)[O-])CC3)[nH]n2)cc1	95	-1	98	3	0	2	-20	9	98	-1	-2
CC(C)Oc1ccc(C(=O)N(CN2CCCC2=O)c2ccc(F)cc2)cc1	90	-5	89	4	-9	-1	-18	45	97	-8	-5
COC(=O)C(NC(=O)c1ccco1)(Nc1cc(C)ccn1)C(F)(F)F (stereo not drawn)	108	-6	102	4	1	0	4	14	110	-3	-2
N/C(=N\c1nc2c(c(=O)[nH]1)CCC2)Nc1ccccc1C(F)(F)F	101	-1	98	-1	-4	0	8	61	97	-1	3
CCCC(=O)Nc1cc(C)c(NC(=O)Cc2ccccc2)cn1	100	-5	103	0	-9	0	-7	35	102	-1	-7
COc1cc(OC)cc(-c2ncc3ccccn23)c1	97	-3	95	-2	0	-4	31	17	96	-4	6
COCCNC(=S)N1CCC(NC(=O)C23CC4CC(CC(C4)C2)C3)CC1	98	-1	100	0	0	-1	-18	7	100	-2	-2
COc1ccc(/C=C2/SC(=S)N(n3c(C)ccc3C)C2=O)cc1	96	-8	98	1	-10	0	-5	65	96	0	-7
COc1cc(/C=N/Nc2nc(Nc3ccccc3)nc(N3CCOCC3)n2)ccc1OC(=O)c1ccco1	103	-3	100	-1	-5	0	-20	25	101	-5	-1
CCc1ccc(C(=O)COC(=O)CNC(=O)c2ccco2)cc1	98	-4	99	-2	-1	-4	1	17	98	-4	-2
Cc1oc(-c2ccccc2)nc1C(=O)O	103	0	101	0	-4	3	-18	20	99	0	-1
COc1ccccc1Oc1ncnc2c1cnn2-c1ccccc1	97	-3	103	-11	-3	-21	0	9	98	-12	-5
O=C(CSc1nc2ccccc2c(=O)n1CCCN1CCOCC1)N1CCN(c2ccccc2)CC1	106	0	103	-2	2	-1	-17	18	103	1	-1
CC12CCC(=O)N1C(C(=O)OCC(=O)Nc1ccc(S(N)(=O)=O)cc1)CS2 (stereo not drawn)	98	-6	101	-6	-2	-2	-1	9	100	-6	-5
COc1ccc(OCCOCCN2CCOCC2)cc1	104	-4	102	-3	-1	-4	30	24	115	0	1
Cc1ccc(N(CCC(=O)O)S(=O)(=O)c2ccc(C)cc2)cc1	102	7	98	2	0	4	-22	5	105	2	-2
O=C(Nc1cc(C(F)(F)F)ccc1F)C1CCC1	107	-7	100	1	-14	0	-17	12	104	-3	-13
Cc1[nH]c2ccc(C(=O)N3CCCCC3)cc2c1C	101	-9	98	-5	-7	-7	-67	16	100	-2	-5
CC(=O)Nc1ccc(OC(=O)COc2ccc(Br)cc2)cc1	94	-2	102	0	-1	-5	-38	8	99	-3	0
CC(=O)Nc1ccc(S(=O)(=O)NC(CC(=O)N(C)Cc2ccccc2)C(C)C)cc1 (stereo not drawn)	98	-11	98	-5	-6	-11	-23	33	104	-14	-16
Cc1ccccc1NC(=O)CC1(c2ccc(N(C)C)cc2)C(=O)c2ccccc2C1=O	94	-4	95	-2	-15	0	-78	25	99	-1	-3
COC(=O)CSc1nnc(-c2ccc(S(=O)(=O)N3CCCC3)cc2)n1C	87	-5	98	0	-7	-1	-11	11	97	-8	-6
CCN(C(=O)CSc1nnc(Cn2nnc3ccccc32)o1)c1nc(C)cs1	108	24	106	30	33	21	-9	48	130	33	21
COc1ccccc1NC(=S)Nc1cccc2cnccc12	99	0	98	-2	-4	-6	-32	10	99	-6	-5
CCn1c(SC(C)C)nnc1-c1cc(-c2ccccc2)sc1N	101	-10	100	-6	23	-4	-17	14	107	-8	0
COc1ccc(CCNC(=O)COC(=O)C23CC4CC(CC(C4)C2)C3)cc1	93	-8	90	-8	-4	-7	-70	16	90	-11	-1
CC(C(=O)N1CCCc2ccccc21)N1CCN(c2ccccn2)CC1 (stereo not drawn)	98	0	u	1	-2	2	19	19	99	-1	0
Cc1ccc(OCC(=O)Nc2ccc(N3CCCC3)cc2)cc1C	72	14	77	14	16	1	-7	2	79	9	13
Cc1ccc(C(=O)N/C(=C\c2cccs2)C(=O)NCCc2ccccn2)cc1C	98	-4	99	-4	-4	-4	-18	15	101	-1	-4
CCOc1ccccc1NC(=O)C(OC(=O)c1ccccc1O)c1ccccc1 (stereo not drawn)	92	-7	96	-4	-1	-5	-1	10	92	-5	-5
O=c1[nH]c(=O)n(C2CCCO2)cc1Br (stereo not drawn)	102	-3	98	-1	0	-5	-15	21	99	-1	-1
Cc1noc(NS(=O)(=O)c2ccc(N/C=C\C(=O)c3cccs3)cc2)c1C	101	3	103	3	-2	1	-12	10	102	0	4
c1ccc2cc3[nH]c(CN4CCCCC4)nc3cc2c1	87	-7	99	-2	-7	-1	-10	24	101	-5	-7
CCOC(=O)C1=C(C)OC(N)=C(C#N)C1c1cc(Cl)c(OCC(N)=O)c(OC)c1 (stereo not drawn)	102	-4	102	0	-8	-1	-9	42	107	0	-9
CCc1nnc(NC(=O)CSc2nc3cc(OC)ccc3cc2C)s1	98	-2	93	-3	-4	0	-7	12	100	-1	0
O=C(COC(=O)CC(c1ccccc1)c1ccccc1)NCc1ccccc1	97	-1	100	0	-2	-2	-10	7	93	-4	-2
CCc1nnc(NS(=O)(=O)c2ccc(N/C=C/C(=O)c3ccc(C)cc3)cc2)s1	100	3	98	1	3	2	-47	7	103	3	2
O=C(c1cccc(Cl)c1)N1CCCC(C(=O)N2CCCCCC2)C1 (stereo not drawn)	102	-6	100	-4	-24	-3	-14	28	101	-8	-10
FC(F)(F)c1cnc(-c2cnc(-c3cccnc3)nc2)c(Cl)c1	90	-4	90	-2	-4	-2	-4	12	97	0	-3
CCC1(C)Cc2c(sc3c2c(=O)n(C)c2nnc(SCc4ccccc4)n32)CO1 (stereo not drawn)	102	-1	102	-5	-2	-3	15	12	100	-2	-2
CCOC(=O)N1CCC(c2nc3ccccc3[nH]2)CC1	99	-6	97	0	-18	-1	-32	34	100	-8	-7
Cc1cc(=O)n2c3ccccc3n(CC(O)CN3CCC(C)CC3)c2c1C#N (stereo not drawn)	116	-2	115	-9	0	-8	-19	11	108	-8	5
CCOC(=O)n1c(=O)oc2ccccc21	103	-8	102	0	-14	-1	-1	35	103	-5	-7
O=C1CCC(C(=O)OC(C(=O)c2c[nH]c3ccccc23)c2ccccc2)=NN1 (stereo not drawn)	97	-6	99	-3	-3	-4	5	7	93	-1	-2
Cc1cc(C)nc(SCc2nnc(SCC(=O)OC3CCCCC3)o2)n1	100	-9	101	0	-14	-4	-31	30	101	-3	-8

New compounds follow:
SMILES	RGS4-Gao reg	Bcl-B Bim block	RGS7-Gao reg	Bim-Bcl-W	Bfl-1 Bim block	Mcl-1 Bim block	Mcl1-Bid inh	GSH fluor	RGS8-Gao	Bim-Bcl-XL	Bim-Bcl-2
CCn1ncc(Br)c1C(=O)Nc1ccccc1OC	92	-1	89	0	-4	-1	-7	12	97	0	-2
CCOc1ccccc1C1NC(=O)NC(C)=C1C(=O)OC1CCCC1C (stereo not drawn)	101	-1	96	0	-2	0	10	12	96	1	-4
C/C=C/c1ccc(OCC(O)CN2CCCCCCC2)c(OC)c1 (stereo not drawn)	98	-7	101	0	-2	-2	-14	12	98	-5	3
O=C(Nc1ccc(F)c(F)c1)c1ccc(F)c(S(=O)(=O)N2CCC3(CC2)OCCO3)c1	103	-2	101	-4	-7	-2	5	14	100	-2	-2
COc1ccc(C)cc1NC(=O)CNc1ccc(C(C)=O)cc1	95	-2	94	-4	-1	-2	-8	9	87	-4	-4
O=C(c1cccs1)N(c1ccc(F)cc1)C1C=CS(=O)(=O)C1 (stereo not drawn)	106	1	107	0	6	-2	-34	21	95	-3	5
Cc1cccnc1CCNC(=O)CC1C(=O)NCCN1CC1CCCCC1 (stereo not drawn)	102	-4	98	-2	-5	-2	-28	14	103	-2	-5
O=C(CSc1nnc2ccc(-c3ccc(F)cc3)nn12)N1CCCC1	89	-4	92	-2	-7	-3	-4	15	103	-3	-2
